Assay outcomes as filed in PubChem.
Vc quorum ag – inducers of Vibrio cholerae quorum light production without autoinducers, primary screen, BH1578 luxS cqsA deficient, single point; 350,000 compounds, 0.16% hits; V. cholerae BH1578 lux reporter, luminescence, 6 h; AID 588436, 2011; activation, % at 18.7 µM; in the data active means activation mostly above about 9.7%, no sharp cut-off; inconclusive means no clear call, values can overlap the other calls; inactive means mostly below about 3.7%; further: not every result past the cut was called active; inactives centre near 0; reference of the scale not given here
BoNT-A LC inh2 – BoNT/A light chain protease inhibitors, primary screen, biochemical, flow cytometry, MLPCN library; AID 588499, 2011; 360,000 compounds, 0.17% hits; multiplex microsphere protease substrate cleavage; inhibition, % at 10 µM; Botulinum neurotoxin type A light chain protease (Clostridium botulinum A str. ATCC 3502); further: plate controls were buffer without enzyme for full effect and enzyme alone for no effect
TcdB inh – TcdB glycohydrolase inhibitors, primary screen, biochemical, single point, plate reader; Toxin B (Clostridioides difficile), P18177; TcdB glycohydrolase enzymatic assay; inhibition, % at 9.99 µM; 350,000 compounds, 0.24% hits; in the data active means inhibition above about 10%
PrPC surface inh – inhibitors of human cell surface prion protein PrPC, primary screen, cell-based, TR-FRET; 370,000 compounds, 0.43% hits; TR-FRET read-out; Major prion protein (Homo sapiens), P04156; inhibition, % at 13.8 µM; in the data active means inhibition above about 24%; further: 0% = median of the test wells and 100% = reference compound wells
SSB-PriA inh – inhibitors of Klebsiella pneumoniae PriA binding to SSB C-terminal tail, primary screen, biochemical, AlphaScreen; 430,000 compounds, 0.6% hits; AlphaScreen SSBct-PriA binding, biotinylated peptide; AID 1272365, 2023; inhibition, % at 33 µM; in the data active means inhibition mostly above about 37%, no sharp cut-off; inactive means mostly below about 20%;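 further: plate controls were negative control peptide for no effect and reference peptide for full effect; strong numbers were not always called active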
Yp Topo-I inh – Yersinia pestis topoisomerase I inhibitors, primary screen, biochemical, cleavage product accumulation, plate reader, single point. DNA topoisomerase I (Yersinia pestis CO92). Y. pestis Topo-I cleavage product accumulation. activity, % at 10 µM. 360,000 compounds, 0.064% hits. AID 504884, 2011; in the data active means activity above about 50%, passing the limit was not always enough; inconclusive means no clear call, values can overlap the other calls; further: inactives centre near 2
PfHsp40 rescue – rescue of yeast from PfHsp40 toxicity, primary screen, S. cerevisiae, ATP luminescence; S. cerevisiae expressing PfHsp40, growth rescue; growth rescue, % at 12.5 µM; 340,000 compounds, 0.68% hits; in the data active means growth rescue above about 28%, passing the limit was not always enough; inconclusive means no clear call, values can overlap the other calls;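 further: yeast W303a lacking pdr1 and pdr3 grown in galactose medium; growth measured after three days at 30 °C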
3CLpro inhibitor – SARS-CoV 3CLpro protease inhibitors, primary screen, biochemical, quenched FRET; inhibition, % at 6 µM; AID 1706, 2009; Replicase polyprotein 1ab (Severe acute respiratory syndrome coronavirus), P0C6X7; 290,000 compounds, 0.14% hits; recombinant SARS-CoV 3CLpro, quenched FRET peptide cleavage; in the data active means inhibition above about 12%
Anthrax LF prot – Bacillus anthracis LF protease inhibitors, primary screen, biochemical, multiplex microsphere, MLPCN library; multiplex microsphere protease cleavage assay; AID 588501, 2011; inhibition, % at 10 µM; Lethal factor (Bacillus anthracis), P15917; 360,000 compounds, 0.12% hits; further: plate controls were buffer without enzyme for full effect and enzyme alone for no effect
Target sequence (P15917 whole entry, looked up): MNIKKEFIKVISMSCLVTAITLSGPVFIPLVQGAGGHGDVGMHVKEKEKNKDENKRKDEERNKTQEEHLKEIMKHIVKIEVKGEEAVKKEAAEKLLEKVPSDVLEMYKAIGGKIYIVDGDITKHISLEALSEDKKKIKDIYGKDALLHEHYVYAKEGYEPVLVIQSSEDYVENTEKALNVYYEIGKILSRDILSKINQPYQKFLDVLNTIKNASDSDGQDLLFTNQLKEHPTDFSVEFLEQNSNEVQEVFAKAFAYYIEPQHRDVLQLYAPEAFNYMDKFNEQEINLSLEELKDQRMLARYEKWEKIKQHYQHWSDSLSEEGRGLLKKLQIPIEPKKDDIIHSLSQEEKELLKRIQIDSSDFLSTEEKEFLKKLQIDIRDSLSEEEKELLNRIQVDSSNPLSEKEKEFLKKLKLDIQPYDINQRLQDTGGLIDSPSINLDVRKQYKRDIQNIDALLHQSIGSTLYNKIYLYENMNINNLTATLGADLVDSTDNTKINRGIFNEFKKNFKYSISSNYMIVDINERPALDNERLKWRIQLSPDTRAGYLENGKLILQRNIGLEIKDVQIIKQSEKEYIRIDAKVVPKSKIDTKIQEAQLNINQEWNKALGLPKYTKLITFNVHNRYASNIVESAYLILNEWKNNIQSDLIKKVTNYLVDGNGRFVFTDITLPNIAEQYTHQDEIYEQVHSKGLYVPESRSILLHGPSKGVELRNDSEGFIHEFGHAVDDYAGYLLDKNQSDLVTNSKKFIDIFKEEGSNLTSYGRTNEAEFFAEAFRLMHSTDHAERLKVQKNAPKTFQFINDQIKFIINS
The depositor's hits bear a star; i = inactive; ? = inconclusive; / = not tested or not shown; & = joins results of further samples. Unless noted, no stated cut-off is given here; in the data, active means inhibition above about 30%; inconclusive means no clear call, values can overlap the other calls; inactive means below that. Some of the compounds tested, so the mix of outcomes need not match the whole.

Values in the order – Anthrax LF prot	PrPC surface inh	TcdB inh	SSB-PriA inh	Yp Topo-I inh	PfHsp40 rescue	BoNT-A LC inh2	Vc quorum ag	3CLpro inhibitor
- COC(=O)CSc1nc2c(c(-c3ccc(O)cc3)c1C#N)CCCC2
  0	9	-0.3	-7	6	1.9	-1.5	-0.3	3
- CCC1CCCCN1c1cc(C)nc2cc(-c3cccc(C)c3)nn12 (stereo not drawn)
  -2	0	/	-11	-8	2.2	-0.5	i	-1
- CC1CN(c2cc3nccnc3cc2F)CC(C)O1 (stereo not drawn)
  1	/	0.1	-17	5	-0.5	?	i	7
- CCOC(=O)/C=C/[C@H]1CC2(CCO1)SCCCS2
  -4	-1	-0.3	-2	15	-0.4	-0.7	i	/
- CCSc1nc2sc3c(c2c(=O)n1C1CCCCC1)CCN(C)C3
  29	-2	/	-7	-9	0.2	45*	4.8	/
- O=C(COC(=O)CNC(=O)c1ccccc1F)Nc1ccc(Cl)cn1
  4	2	3.3	-6	1	0.5	0.9	i	/
- O=C(NCCN1CCN(C(=O)c2cccc(Br)c2)CC1)C(=O)NCc1ccccc1
  -1	4	1.8	-15	12	-1.4	-2.4	/	-3
- CC(=O)Nc1ccc(NC(=O)c2sc3nc4c(c(-c5ccc(C)cc5)c3c2N)CCC4)cc1
  -10	/	/	4	17	0.4	0.1	/	0
- CCCCCN(C(=O)CCC(=O)OCC(=O)N(CC#N)c1ccccc1)c1c(N)n(CCCC)c(=O)[nH]c1=O
  -5	1	1.1	-4	12	1.2	0.2	-1.0	/
- COC(=O)c1ccc(Nc2cc(C)nc3ncnn23)cc1
  -3	-2	/	6	4	-0.8	0.7	-5.4	0
- CCC(C(=O)OC)n1cnc2c(nnn2-c2cccc(Cl)c2)c1=O (stereo not drawn)
  -11	11	0.5	-1	3	0.5	-1.4	-0.5	0
- Cc1ccc(Nc2nc(N)c([N+](=O)[O-])c(NCCO)n2)cc1
  -1	-1	1.2	0	0	/	-0.5	i	2
- COc1ccc2cc(CN(Cc3cccs3)Cc3nnnn3Cc3ccccc3)c(=O)[nH]c2c1
  -2	1	/	-8	6	-0.8	-0.7	i	1
- CCOc1ccc(-c2nc3n(c(=O)c2C#N)CCCS3)cc1
  0	-12	/	-5	1	-0.4	0.2	-0.6	0
- CC(C)c1ccc(Nc2cnn(C34CC5CC(CC(CC(=O)O)(C5)C3)C4)c(=O)c2Cl)cc1
  -1	3	0.7	-20	12	-1.1	0.3	-0.5	6
- CNC(=O)c1c(C)noc1C
  6	-3	1.7	-14	2	0.7	-0.4	-0.7	1
- O=C(Nc1cccc2cccnc12)c1ccc2sc([C@H]3C[C@H](O)[C@@H](CO)O3)nc2c1
  -8	11	-2.8	/	35	/	0.1	0.8	/
- O=C(c1cccc(S(=O)(=O)N2CCN(c3ccccc3)CC2)c1)N1CCCCCCC1
  -2	-2	1.7	5	25	3.9	0.7	i	/
- CCOC(=O)Nc1cccc(NC(=O)c2cc(OC)cc(OC)c2)c1
  -3	17	/	6	12	-1.0	-0.9	3.7	4
- O=C1CC(c2ccco2)CC(O)=C1C=NCC1NCCc2ccccc21 (stereo not drawn)
  2	-16	/	-4	-5	0.3	1.1	i	1
- Cc1ccc(-n2c(C)c(C)c3c(NCCN(C)C)ncnc32)cc1
  -4	-9	-6.9	4	0	4.5	-0.5	-0.8	3
- CCCN(C(=O)CSc1nnnn1-c1ccccc1OC)C1CCS(=O)(=O)C1 (stereo not drawn)
  -4	-7	6.6	-9	4	-1.1	-1.4	-0.5	2
- O=C(O)Cc1sc(NC2CCCCC2)nc1-c1ccc(Cl)cc1
  0	-4	0.4	-9	5	-0.3	5.7	-0.4	4
- Cc1ccc(NC(=O)CN(C)C(=O)COC(=O)C2=COCCO2)cc1
  /	1	-0.1	-3	2	0.3	/	-0.3	/
- COc1ccc(S(=O)(=O)c2c(O)c3ccc(C(=O)Nc4ccccc4)cc3[nH]c2=O)cc1
  -4	-3	-1.3	0	0	0.5	-1.3	i	5
- COc1ccc(Cl)cc1NC(=O)CCN1CCN(c2ccccc2C)CC1
  0	-4	0.3	-21	3	0.2	0.8	-3.6	-6
- NNC(=O)C1CCN(S(=O)(=O)c2ccc(Cl)cc2)CC1
  -10	0	0.0	6	7	-1.1	-1.2	-0.4	/
- CCCOc1ccc(C2C(C(=O)c3cc4ccccc4o3)=C(O)C(=O)N2c2cc(C)on2)cc1OC (stereo not drawn)
  0	15	0.9	6	40	0.9	-0.3	i	9
- CN(C)/C=N/C(=S)Nc1ccc(Cl)cc1Cl
  -1	7	1.1	/	1	0.5	-0.1	i	-1
- CCc1nn(-c2cc(Oc3cccc4ccccc34)nc(-c3ccccc3)n2)c(N)c1C#N
  -1	-1	0.4	-5	8	-0.8	0.6	/	-4
- O=C(Cn1nc(-c2ccc(Cl)cc2)c2ccccc2c1=O)Nc1cccnc1
  -1	1	/	-10	26	0.7	-0.2	i	-3
- COC(=O)c1cccc(NC(=O)CSc2nnc(C)n2C)c1
  1	-8	-0.1	-12	0	1.2	0.8	-0.2	-1
- CN(C)c1nc(NC(C)(C)C)nc(SCC(=O)Nc2ccccc2)n1
  -2	1	1.5	-1	18	1.2	-1.1	-0.5	5
- S=c1[nH]nc(-c2cc(-c3ccccc3)n[nH]2)n1/N=C/c1cccc(Cl)c1
  9	2	1.8	/	10	5.2	-0.9	-0.8	3
- CCOC(=O)C1=C(COC(=O)c2ccc(OC)c(S(=O)(=O)N3CCOCC3)c2)NC(=O)NC1C (stereo not drawn)
  -1	-2	1.4	8	1	-1.9	-0.4	-0.7	/
- CC1Cc2cc(/C(O)=C3/C(=O)C(=O)N(CCCn4ccnc4)C3c3ccc(Br)cc3)ccc2O1 (stereo not drawn)
  -1	13	-0.3	/	14	1.1	0.2	-0.4	3
- Cc1[nH]c2c(C)cccc2c(=O)c1CN1CCCCCC1
  -6	-1	-2.6	1	10	0.3	-4.8	i	-1
- CCOc1ccc(N2C(=O)C3C4C=CC(CC4)C3C2=O)c([N+](=O)[O-])c1 (stereo not drawn)
  0	-6	/	7	1	1.3	0.2	i	-1
- Cc1ccccc1NNC(=O)C(=O)NNc1ccccc1C
  -8	16	-7.0	-5	-3	-0.9	-0.1	-0.4	-1
- COc1ccc(OC)c(C(=O)COC(=O)c2ccc(C)o2)c1
  -5	6	/	-9	0	0.1	0.7	4.2	-4
- COc1ccc(C(=O)Nc2ccc(-c3nnn(CC(=O)N4CCN(C(=O)c5ccco5)CC4)n3)cc2)cc1
  0	-2	/	-15	22	3.3	-0.3	/	2
- COC(=O)C1CCN(CC(=O)NC(=O)Nc2ccccc2F)CC1
  1	3	1.5	1	-1	1.5	-0.3	i	/
- COc1ccc(CN2C(=O)c3cccnc3C2=O)cc1S(=O)(=O)NC1CCCCC1C (stereo not drawn)
  3	-2	2.0	-7	-12	0.9	0.2	-0.9	-4
- CC(NC(=O)COC(=O)C1(C)CC1(Cl)Cl)c1ccccc1 (stereo not drawn)
  -4	10	-1.4	-7	-3	-0.4	-2.1	2.0	/
- CCC1CCCCN1S(=O)(=O)c1ccc(S(=O)(=O)N(Cc2ccccn2)CC2CCCO2)cc1 (stereo not drawn)
  -1	6	/	5	-14	1.4	-0.9	i	0
- CCCOc1ccc(C(=O)C(CN2CCCC2)c2ccccc2)cc1 (stereo not drawn)
  -1	2	0.5	4	14	0.7	0.8	-1.9	-5
- COc1ccccc1NC(=O)CSc1nnnn1C
  3	0	/	-1	1	0.1	0.9	-1.2	-5
- O=C(CSc1nnc(Cc2ccccc2)o1)NCCN1C(=O)CSC1=O
  -5	-2	/	-11	7	2.2	-0.8	i	0
- Nc1c(C(=O)N/N=C/c2ccccc2)cnn1-c1ccccc1
  -7	1	-1.6	i	1	-1.2	0.3	-0.7	-2
- Cc1nn(Cc2ccccc2)c2c1C(c1ccco1)C(C#N)=C(N)O2 (stereo not drawn)
  -9	-5	/	-14	-5	-0.9	-0.4	0.4	2
- O=C(c1ccc(NC2=NC3CS(=O)(=O)CC3S2)cc1)N(CCO)Cc1ccccc1 (stereo not drawn)
  6	-2	0.0	6	2	0.1	6.5	-0.3	0
- CCOc1cc(N2CCOCC2)c(OCC)cc1NC(=O)COC(=O)c1cccc2ccccc12
  -1	-5	0.4	-4	6	-1.9	-0.9	-0.3	-2
- Nn1c(SCC(=O)Nc2ccc3c(c2)OCO3)nnc1C(F)(F)F
  -4	2	-0.6	-18	6	0.2	-2.4	-0.2	-2
- OC(c1ccccc1)(c1ccccc1)c1ccn[nH]1
  1	-5	-1.0	-29	6	-1.5	-0.9	i	/
- CC(=O)c1c(C(C)=O)c(C)n(-c2ccc(N)c(C)c2)c1C
  -9	1	/	8	-4	2.2	-1.6	i	0
- CN(C)c1cccc2c(S(=O)(=O)NC(=O)[C@H]3O[C@@H](n4cnc5c(N)ncnc54)[C@H](O)[C@@H]3O)cccc12
  -5	2	-1.1	/	/	/	-0.2	/	/
- COc1ccc(C(=O)NC2CCCc3ccccc32)cc1[N+](=O)[O-] (stereo not drawn)
  -2	-4	1.3	-8	4	0.1	2.5	-0.8	2
- COc1cc(OC)cc(C(=O)NCCCN2CCOCC2)c1
  -1	0	/	-2	10	-0.8	-0.2	-8.3	-2
- N#Cc1ccc(-c2nc3ccc(Cl)cn3c2Cc2ccccc2C(F)(F)F)cc1
  -3	1	1.1	/	/	/	0.9	/	/
- CSc1ccc(/C=C(/NC(=O)c2ccccc2)C(=O)NCCN2CCOCC2)cc1
  0	-14	1.0	-5	-3	0.0	-2.8	i	2

(list continues)
Values in the order – Anthrax LF prot	PrPC surface inh	TcdB inh	SSB-PriA inh	Yp Topo-I inh	PfHsp40 rescue	BoNT-A LC inh2	Vc quorum ag	3CLpro inhibitor
- C#CCOCCOCCOCCNc1nc(N2CCOCC2)nc(N2CCN(C(=O)[C@H](C)n3cc(CCC(=O)O)nn3)CC2)n1
  3	0	-0.3	-5	-6	-1.6	-0.4	-0.8	/
- CN(C)N1C(N)=C(C#N)C(c2ccc(F)cc2)C2=C1CC(C)(C)CC2=O (stereo not drawn)
  -15	3	-1.8	7	-3	0.4	2.6	-7.7	-1
- O=C(Nc1ccc(Oc2cccnc2)cc1)C1CCN(Cc2cccc(Cl)c2)CC1
  2	-13	0.6	4	12	-0.2	-5.0	-6.1	6
- O=C(O)c1cccnc1Br
  -1	11	0.9	4&-5	-5	-0.1	-0.1	-0.3	2
- COc1ccc(NC2=CC(=O)CC(c3ccccc3)C2)cc1 (stereo not drawn)
  0	10	-0.6	-1	-4	-3.5	-0.9	-0.5	0
- Cc1ccc(C(=O)NCCN2CCC(n3c(=O)[nH]c4ccccc43)CC2)cc1F
  -3	-8	1.8	/	/	/	0.2	/	/
- COc1cccc(NC(=S)N/N=C2\CC3CCC2(C)C3(C)C)c1 (stereo not drawn)
  -3	4	0.4	/	15	6.7	-1.5	-0.3	10
- O=C(CCNS(=O)(=O)c1ccccc1)N1CCN(c2ccccc2F)CC1
  6	5	0.6	1	4	0.0	4.3	-0.7	1

Look-ups from the entries so far:
CCCOc1ccc(C2C(C(=O)c3cc4ccccc4o3)=C(O)C(=O)N2c2cc(C)on2)cc1OC (stereo not drawn) @ PfHsp40 rescue: 0.9
CC1CN(c2cc3nccnc3cc2F)CC(C)O1 (stereo not drawn) @ Yp Topo-I inh: 5
